Tb PFK block: qHTS Assay to Find Inhibitors of T. brucei phosphofructokinase. ATP-dependent 6-phosphofructokinase (Trypanosoma brucei brucei), O15648. T. brucei PFK, ADP-Glo luminescence. Potency, µM (highest dose often 57.5 µM), without a hit: at the top dose activity, negative = inhibition, most hits filed as inhibitors. 330,000 tested, 0.17% active;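 note: potency is the fitted concentration of half-maximal effect; 0% = uninhibited 1x PFK enzyme wells and -100% = no-enzyme wells; nearly all actives have a fitted effect of over 60% in size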
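Activity is normalized to no-enzyme wells (full inhibition) and 1.25 nM enzyme wells (no inhibition). Reaction: 0.5 mM F6P, 0.1 mM ATP, 45 min RT, ADP-Glo luminescence; concentration-response curves fitted and classed by quality.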
FLuc counter: qHTS profiling assay for firefly luciferase inhibitor/activator using purifed enzyme and Km concentrations of substrates (counterscreen for miR-21 project) | purified FLuc, Km substrates, luminescence inhibition | Potency, µM (top dose mostly 57.5 µM), without a hit: at the top dose activity change, negative = inhibition, most hits filed as inhibitors | 360,000 tested, 6.9% active | AID 588342, 2011;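 note: potency is the fitted concentration of half-maximal effect; plate controls were vehicle for no effect and reference inhibitor for full effect; nearly all actives have a fitted effect of over 55% in size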
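Biochemical qHTS of compounds, final roughly 60 µM downward over six points, against 10 nM purified firefly luciferase using Km concentrations of substrates (10 uM D-luciferin, 10 uM ATP) in Tris acetate pH 7.5 buffer; luminescence output.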
TRPV1 agonist: HTS Assay for Compounds that Act as Agonists of the Vanilloid Receptor 1. Transient receptor potential cation channel subfamily V member 1 (Homo sapiens), Q8NER1. TRPV1-expressing cells, Fluo-8 calcium influx, agonist mode. activation, % at 8.33 µM. 320,000 tested, 0.19% active. AID 540275, 2011; in the data active = activation above about 80%; inconclusive = between about 30% and that limit; note: 0% is about no effect
Target sequence (Q8NER1 whole entry, looked up): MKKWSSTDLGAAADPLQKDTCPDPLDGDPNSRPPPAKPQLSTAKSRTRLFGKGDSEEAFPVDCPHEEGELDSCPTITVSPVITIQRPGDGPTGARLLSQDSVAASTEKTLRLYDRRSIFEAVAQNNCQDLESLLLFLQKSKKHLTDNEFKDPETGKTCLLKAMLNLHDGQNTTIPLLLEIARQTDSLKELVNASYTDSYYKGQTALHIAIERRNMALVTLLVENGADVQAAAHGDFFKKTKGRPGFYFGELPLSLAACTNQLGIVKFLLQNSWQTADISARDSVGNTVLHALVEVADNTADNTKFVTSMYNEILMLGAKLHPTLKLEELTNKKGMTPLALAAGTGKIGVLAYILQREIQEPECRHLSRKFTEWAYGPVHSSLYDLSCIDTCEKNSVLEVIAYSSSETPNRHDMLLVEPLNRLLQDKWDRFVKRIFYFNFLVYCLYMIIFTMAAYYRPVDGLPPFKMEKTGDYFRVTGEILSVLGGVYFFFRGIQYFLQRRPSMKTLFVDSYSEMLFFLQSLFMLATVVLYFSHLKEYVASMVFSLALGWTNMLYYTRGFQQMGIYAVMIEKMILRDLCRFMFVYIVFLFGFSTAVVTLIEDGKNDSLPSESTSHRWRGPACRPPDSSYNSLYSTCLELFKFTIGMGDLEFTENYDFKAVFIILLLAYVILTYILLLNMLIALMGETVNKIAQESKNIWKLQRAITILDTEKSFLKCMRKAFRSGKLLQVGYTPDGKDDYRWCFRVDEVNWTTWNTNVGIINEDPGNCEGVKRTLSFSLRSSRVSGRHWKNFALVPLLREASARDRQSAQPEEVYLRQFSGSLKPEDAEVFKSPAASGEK
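TRPV1-expressing cells were cultured overnight at 35.5C and loaded with Fluo-8 calcium dye for 40 to 90 min at room temperature. After a 10 s baseline, compound was added and calcium influx was read kinetically for 3 min (ex 480/em 520 nm).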
VP16 counter: VP16 counterscreen qHTS for inhibitors of ROR gamma transcriptional activity; Drosophila S2 Gal4-VP16 UAS-luciferase, luminescence, 20 h; 310,000 tested, 3.5% active; AID 2546, 2010; Potency, µM (doses to about 53.6 µM), for inactives: top-dose activity, negative = inhibition, actives largely listed as inhibitors;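 note: Gal4-VP16 expression switched on by copper sulfate through the metallothionein promoter; potency is the fitted concentration of half-maximal effect; % is set by controls: 0 for no effect and ±100 for the full control effect; nearly all actives have a fitted effect of over 50% in size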
NPC1 promoter act: qHTS Assay for NPC1 Promoter Activators; Huh7 NPC1 promoter luciferase reporter, 24 h; Potency, µM (highest dose often 9.22 µM), inactives show at the highest dose activation, hits mostly activators; 320,000 tested, 2.4% active; AID 485313, 2010;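 note: potency is the fitted concentration of half-maximal effect; % of control where 0% means no effect; nearly all actives have a fitted effect of over 60% in size; reporter is driven by a mutant NPC1 promoter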
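Cells: Huh7 expressing luciferase under the NPC1 promoter, 1500/well. Seeded 2 h, compound added, incubated 24 h at 37 °C. Luciferase reagent, 10 min ambient, then luminescence.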
RORg inh: qHTS for inhibitors of ROR gamma transcriptional activity; Drosophila S2 Gal4-RORgamma UAS-luciferase reporter, 20 h; Potency, µM (titrated, usually from 53.6 µM), without a hit: top-dose activity change, negative = inhibition, hits mostly inhibitors; 310,000 tested, 5.4% active; AID 2551, 2010; note: potency is the fitted concentration of half-maximal effect; % is set by controls: 0 for no effect and ±100 for the full control effect; nearly all actives have a fitted effect of over 60% in size
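Read-out: Photinus luciferase luminescence; inhibitors lower reporter signal. Insect Schneider cells with Gal4-ROR gamma fusion under metallothionein promoter, UAS reporter; 700 uM final copper sulfate induction, 20 hr, ambient temperature.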
p53 reactivation: qHTS assay for re-activators of p53 using a Luc reporter | H1299 p53-A138V BP100-luciferase reporter, luminescence, 24 h | Potency, µM (titrated, usually from 92.2 µM), inactives show at the top dose activity change, positive = activation, actives largely listed as activators | 320,000 tested, 0.063% active; note: potency is the fitted concentration of half-maximal effect; % of control where 0% means no effect; nearly all actives have a fitted effect of over 45% in size
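H1299 (p53-null), stable ts p53-A138V + BP100-Luc; 1000 cells/well, Opti-MEM/10% FBS; cpd 4 pt, 1:5; 24 h, 37 deg C, 5% CO2; detection reagent 10 min RT; luminescence.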
BRCA1 expr act: qHTS Assay to Identify Small Molecule Activators of BRCA1 Expression; MCF7-BRCA1-FFLuc reporter, luminescence, 48 h; response scale: scaled: vehicle 0%, 10 µM genistein 100%; Potency, µM (doses to about 46.1 µM), for inactives: at the top dose activation, hits mostly activators; 380,000 tested, 1.1% active; note: potency is the fitted concentration of half-maximal effect; nearly all actives have a fitted effect of over 80% in size; some results filed as inactive show a strong effect at the top dose
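48 h compound treatment of MCF7-BRCA1-FFLuc cells (phenol-red free MEM, 37 °C), then 15 min with luciferase substrate and luminescence imaging.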
ELG1 genotox: qHTS screen for small molecules that induce genotoxicity in human embryonic kidney (HEK293T) cells expressing luciferase-tagged ELG1; HEK293T ELG1-luciferase reporter, luminescence, 16 h; 330,000 tested, 1.3% active; AID 504466, 2011; Potency, µM (doses to about 46 µM), for inactives: at the top dose activity change, positive = activation, most hits filed as activators; note: potency is the fitted concentration of half-maximal effect; % of control where 0% means no effect; nearly all actives have a fitted effect of over 60% in size
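Reporter readout depends on ELG1 protein level, which increases with genetic stress. After 16 hr compound exposure at 37 °C, luciferase activity was quantified using ONE-Glo.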
Rab9 promoter act: qHTS Assay for Rab9 Promoter Activators; Huh7 Rab9 promoter-luciferase reporter, luminescence, 24 h; Potency, µM (highest dose often 9.22 µM), without a hit: at the top dose activation, negative = inhibition, hits mostly activators; 320,000 tested, 2.8% active; AID 485297, 2010; note: potency is the fitted concentration of half-maximal effect; % of control where 0% means no effect; nearly all actives have a fitted effect of over 60% in size
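Steps: seed 1500 Huh7 Rab9-luc cells per well, rest 2 h at 37 °C; add compound in DMSO; incubate 24 h; add luciferase reagent, 10 min ambient; read luminescence.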
ELG1 repair inh: qHTS screen for small molecules that inhibit ELG1-dependent DNA repair in human embryonic kidney (HEK293T) cells expressing luciferase-tagged ELG1. HEK293T ELG1-luciferase reporter, luminescence, 16 h; DNA damage induced by 5-fluorouridine. Potency, µM (series often up to 46.1 µM), for the others: top-dose activity change, negative = inhibition, most hits filed as inhibitors. 330,000 tested, 2.3% active; note: potency is the fitted concentration of half-maximal effect; % is set by controls: 0 for no effect and ±100 for the full control effect; nearly all actives have a fitted effect of over 55% in size
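Reporter activity after DNA damage by 5-fluorouridine is monitored. Compound-treated cells incubate 16 hr at 37 °C, then ONE-Glo is added for 30 min before luminescence reading.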
The depositor's hits bear a star; ? = inconclusive; . = no result given; [ ] = remark or other dose. Unless noted, calls come from the whole dose curve; as a rule, active = well fitted curve in the direction sought with a large enough effect; inconclusive = small, poorly fitted or top-dose-only effect, or another doubt; inactive = no such curve, though single readings can be large; an effect the other way counts as inactive or inconclusive.

no.	SMILES	Tb PFK block	FLuc counter	TRPV1 agonist	VP16 counter	NPC1 promoter act	RORg inh	p53 reactivation	BRCA1 expr act	ELG1 genotox	Rab9 promoter act	ELG1 repair inh
1	CCN(CC)c1ccc(S(=O)(=O)N(CC)CC)cc1NC(=O)C1CCCC1	-1%	6%	?	0%	-2%	3%	1%	-33%	-9%	-2%	?
2	O=C(COC(=O)Cc1ccc(-c2ccccc2)cc1)NCc1ccc(F)cc1	8%	?	?	7%	-1%	26%	10%	0%	0%	-4%	-2%
3	CS(=O)(=O)n1nc(-c2ccccc2)nc1NCc1ccco1	5%	1%	4	?	1%	-24%	?	24%	.	12%	19%
4	COc1ccccc1NC(=O)CSc1nnc(C2CCCCC2)n1-c1ccccc1	2%	0%	15	2%	-8%	13%	-3%	-21%	-11%	-11%	?
5	Cc1ccc([N+](=O)[O-])c2c1C(N1CC(C)OC(C)C1)C(C)(C)O2 (centres undefined)	0%	-2%	6	3%	-1%	1%	7%	1%	-3%	3%	-1%
6	COc1ccc([N+](=O)[O-])c(OC)c1C(=O)NC(=O)Nc1nc(C)cc(C)n1	-4%	-1%	.	11%	1%	10%	0%	-21%	-1%	0%	-3%
7	Cc1cc(NC(=O)C2COc3ccccc3O2)no1 (centres undefined)	1%	?	-4	1%	16%	31%	?	3%	?	17%	?
8	Cc1nn(C)c(C)c1CCC(=O)NC1CC(C)(C)Cc2c1cnn2-c1ccccc1 (centres undefined)	1%	4%	2	-1%	8%	-9%	-2%	-11%	5%	-2%	-1%
9	CCC(=O)c1cc2c(C)cc(=O)oc2c(C)c1OC(C)=O	3%	4%	10	-6%	-2%	6%	-7%	54%	-5%	-4%	?
10	CC(=O)Nc1ccc(NC(=O)c2ccc(C)c(S(=O)(=O)Nc3cccc(C)c3)c2)cc1	-4%	-15%	-6	-24%	-10%	42%	-3%	-46%	-10%	-6%	21µM*
11	CC(=O)Nc1ccc(-c2cc(C(=O)O)c3ccc(C)cc3n2)cc1	0%	17µM*	-1	-6%	18%	-27%	10%	37%	9%	4%	?
12	O=C(CCl)N1CCN(S(=O)(=O)c2ccc3c(c2)CCC3)CC1	-5%	3%	-4	.	-42%[inhibitor]	.	-41%[inhibitor]	-93%[inhibitor]	-3%	-48%[inhibitor]	?
13	Cc1ccc(NS(=O)(=O)c2csc(C(N)=O)c2)c(C)c1	6%	4%	4	-9%	-1%	?	0%	-18%	-4%	-2%	-15%
14	O=C(O)/C=C/C(=O)Nc1ccc(N2CCOCC2)nc1N1CCOCC1	?	?	1	?	3%	?	4%	-4%	0%	-1%	14%
15	COC(=O)c1ccc(NC(=O)N(c2ccccc2)c2ccccc2)cc1	-6%	-4%	-4	0%	-2%	-10%	-2%	-1%	-3%	-1%	-4%
16	CCCn1c(C)cc(/C=C(\C#N)C(=O)OCC(=O)Nc2cccc(OC)c2)c1C	-4%	?	12	-5%	-6%	-2%[10 µM]	-1%	6%	-1%	-7%	-28%
17	CCC1CCCCN1CCn1c(=S)[nH]c2cc(OC)c(OC)cc2c1=O (centres undefined)	9%[0.46 µM]	1%	3	-14%	-1%	10µM*	0%	3%	-1%	0%	-22%
18	CC(C)CN(C(=O)CSc1ccc2c(c1)OCCO2)c1c(N)n(CC(C)C)c(=O)[nH]c1=O	-2%	.	-1	.	0%	.	-3%	-2%	3%	-6%	2%
19	S=c1[nH]nc(Cc2cccc3ccccc23)n1-c1ccccc1	-1%	5%	4	7.1µM*	-1%	3.2µM*	-2%	9%	-2%	-5%	-4%
20	COc1ccc(C2=NN(C(=O)c3ccco3)C(c3ccco3)C2)cc1OC (centres undefined)	1%	15µM*	0	-3%	-1%	-18%	0%	4%	-5%	3%	-3%

Quoted from the listing for reference:
no.	SMILES	Tb PFK block	FLuc counter	TRPV1 agonist	VP16 counter	NPC1 promoter act	RORg inh	p53 reactivation	BRCA1 expr act	ELG1 genotox	Rab9 promoter act	ELG1 repair inh
19	S=c1[nH]nc(Cc2cccc3ccccc23)n1-c1ccccc1	-1%	5%	4	7.1µM*	-1%	3.2µM*	-2%	9%	-2%	-5%	-4%
20	COc1ccc(C2=NN(C(=O)c3ccco3)C(c3ccco3)C2)cc1OC (centres undefined)	1%	15µM*	0	-3%	-1%	-18%	0%	4%	-5%	3%	-3%

The results go on.
no.	SMILES	Tb PFK block	FLuc counter	TRPV1 agonist	VP16 counter	NPC1 promoter act	RORg inh	p53 reactivation	BRCA1 expr act	ELG1 genotox	Rab9 promoter act	ELG1 repair inh
21	CN(C(=O)C1CCN(S(=O)(=O)c2cccs2)CC1)C1CCCCC1	3%	1%	1	6%	9%	19%	0%	28%	-2%	4%	5%
22	COCC(=O)Nc1cc(C)cn(Cc2c(F)cccc2Cl)c1=O	5%	6%	13	4%	-3%	10%[1.91 µM]	.	-19%	-2%	-2%	-3%
23	O=C(NC1CCCC1)C(c1ccncc1)N(C(=O)Cn1nnc(-c2ccccc2F)n1)c1cccc(F)c1 (centres undefined)	0%	1%	-3	0%	-4%	-28%	6%	-21%	2%	-1%	?
24	Cc1ccc(CC(=O)N(C)CC(=O)N(CC(C)C)c2c(N)n(CC(C)C)c(=O)[nH]c2=O)cc1C	-3%	4%	-5	.	1%	.	-3%	-6%	1%	1%	5%
25	Cc1nnc(NC(=O)CSc2nc3c(c(=O)n(C)c(=O)n3C)n2C(C)C)s1	-2%	3%	0	4%	-4%	6%	-2%	25%	0%	-5%	-7%
26	CC[n+]1ccc(/C=C2\Sc3ccccc3N2CCCS(=O)(=O)[O-])c2ccccc21	-5%	-14%	-1	0%	-2%	4%	-1%	15%	1%	2%	-8%
27	OCCCNc1c2ccccc2nc2ccccc12	-1%	0%	-6	?	-27%	?	26%	-1%	-18%	-30%	?
28	Cc1ccc(NC(=O)COC(=O)CCOc2ccccc2C)cc1	6%	-12%	?	-6%	-1%	-3%	2%	-7%	-11%	0%	17%
29	COc1ccc(/C=N/NC(=O)CC2N=C(Cc3ccccc3)NNC2=O)cc1OC (centres undefined)	-8%	-8%	1	7%	-3%	1%	-13%	-20%	1%	-3%	-8%
30	O=C(Cc1ccccc1Cl)NCc1cccnc1	-2%	-4%	-2	-7%	7%	5%[1.91 µM]	11%	6%	-1%	-2%	?
31	Cc1c(CC(=O)N2CCN(C(=O)C3COc4ccccc4O3)CC2)c(=O)oc2c(O)c(O)ccc12 (centres undefined)	4.8µM*	3%	-1	2%	-23%	-18%	-2%	4%	-5%	-27%	?
32	COc1ccc(OC)c(-c2csc(NC(=O)c3ccc(OCC4CCCO4)cc3)n2)c1 (centres undefined)	-3%	1.5µM*	-1	-12%	-4%	12%	?	-4%	-4%	-25%	6.5µM*
33	COc1ccc(NCCC#N)cc1	1%	9%	0	1%	-7%	14%	0%	0%	4%	-3%	4%
34	Cc1ccc(NC(=O)COC(=O)CCC(=O)c2ccc(C(C)(C)C)cc2)c([N+](=O)[O-])c1	-3%	?	-3	-20%	0%	9%	9%	16%	2%	-6%	0%
35	Cc1ccc(C2CC(c3cccc(C)c3)n3ncnc3N2)cc1 (centres undefined)	2%	0%	.	-12%	-3%	?	-2%	0%	2%	-3%	-3%
36	NC(=O)N1N=C2/C(=C/c3ccccc3)CCCC2C1c1ccccc1 (centres undefined)	-2%	0%	1	-14%	-4%	1%	0%	-65%	-1%	-3%	?
37	Cc1ccc(S(=O)(=O)n2c(C)nc3cc(C)ccc32)cc1	-1%	2%	-3	-6%	-3%	-7%	.	4%	0%	3%	-10%
38	CC(=O)CSc1nnc(NC(=O)CCc2ccccc2)s1	-2%	2%	-1	-17%	2%	5%	5%	-2%	1%	0%	2%
39	O=C(NNC(=O)c1ccc(Cl)c(S(=O)(=O)Nc2ccc(Cl)cc2)c1)c1ccc(=O)[nH]c1	0%	0%	-2	.	2%	.	7%	6%	2%	1%	9%

Bioassay records from PubChem BioAssay.
